HKDC1 inhibitor: blocks human hexokinase HKDC1 activity; 340,000 tested, 0.16% active; Q2TB90; inhibition, % at 20 µM; recombinant HKDC1, G6PDH/diaphorase resazurin coupled fluorescence; AID 493160;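 active = inhibition above about 35% when tested at 20 µM, limit read from the data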;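 also: plate controls were DMSO wells with enzyme for no effect and DMSO wells lacking enzyme for full effect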
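Test system: recombinant HKDC1 (HK5) hexokinase enzyme, produced in-house / Doses: 20 µM test compound, 1% DMSO / Timing: 90 min, room temperature / Detection: G6PDH/diaphorase-coupled fluorescence, 1 mM NADP, 100 µM resazurin, 525/613 nm / Control set: DMSO wells with and without enzyme mix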
SENP7 inh: blocks the human protease SENP7. Q9BQF6. recombinant SENP7, Z-RLRGG-aminoluciferin luminescence, 40 min. inhibition, % at 5 µM. 330,000 tested, 1.5% active. AID 434973;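 active = inhibition above about 50% at the single test dose, limit read from the data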;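 also: plate controls were DMSO with enzyme for no effect and no enzyme buffer wells for full effect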
ATG4B inhibitor: inhibitors of human ATG4B cysteine protease. Q9Y4P1. ATG4B cleavage of LC3-PLA2, NBD-HPC fluorescence, 1 h. inhibition, % at 8.33 µM. 340,000 tested, 0.51% active; in the data active = inhibition above about 40%
Target sequence (Q9Y4P1 whole entry, looked up): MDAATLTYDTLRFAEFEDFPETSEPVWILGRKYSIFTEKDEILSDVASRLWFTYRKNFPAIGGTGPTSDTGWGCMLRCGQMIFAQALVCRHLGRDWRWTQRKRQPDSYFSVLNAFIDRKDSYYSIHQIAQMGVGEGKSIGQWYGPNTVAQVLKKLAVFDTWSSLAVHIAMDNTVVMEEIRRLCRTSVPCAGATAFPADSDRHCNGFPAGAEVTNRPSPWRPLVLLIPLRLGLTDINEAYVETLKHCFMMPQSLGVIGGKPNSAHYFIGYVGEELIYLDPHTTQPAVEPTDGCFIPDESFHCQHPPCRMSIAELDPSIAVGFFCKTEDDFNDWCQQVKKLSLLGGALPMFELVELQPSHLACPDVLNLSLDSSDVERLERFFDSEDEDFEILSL
SENP6 block: blocks the human protease SENP6; Q9GZR1; Recombinant SENP6 catalytic domain, aminoluciferin luminescence; inhibition, % at 10 µM; 330,000 tested, 1.8% active; AID 2599;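 active = inhibition above about 50% at the single tested dose, limit read from the data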;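 also: plate controls were DMSO wells with enzyme for no effect and DMSO wells lacking enzyme for full effect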
Target sequence (Q9GZR1 628-1112 limits assumed): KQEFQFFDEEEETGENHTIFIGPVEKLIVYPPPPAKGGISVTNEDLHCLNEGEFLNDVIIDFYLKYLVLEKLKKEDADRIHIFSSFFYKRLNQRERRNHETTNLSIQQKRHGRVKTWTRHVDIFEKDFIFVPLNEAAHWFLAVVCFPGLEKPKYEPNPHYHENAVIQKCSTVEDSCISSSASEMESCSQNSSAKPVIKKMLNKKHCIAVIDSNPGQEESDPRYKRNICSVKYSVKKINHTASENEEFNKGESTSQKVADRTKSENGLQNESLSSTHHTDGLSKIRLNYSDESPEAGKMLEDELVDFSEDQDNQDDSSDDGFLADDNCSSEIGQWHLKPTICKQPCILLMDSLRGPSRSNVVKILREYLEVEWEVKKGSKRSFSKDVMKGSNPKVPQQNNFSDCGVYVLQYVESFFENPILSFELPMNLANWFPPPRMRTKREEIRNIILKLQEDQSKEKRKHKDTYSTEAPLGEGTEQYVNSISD
GRIN3A LBD mod: modulators (binders) of human NR3A ligand-binding domain | AID 1259313 | Tm shift relative to glycine control, % at 25 µM | 340,000 tested, 2.5% active | NR3A LBD differential scanning fluorimetry, Tm shift; 0% = protein alone, 100% = glycine-bound protein;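 active = melting temperature shift of at least 10% of the positive control shift, at one fixed dose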
MPTP inh: inhibitors of mitochondrial permeability transition pore | AID 602449 | 360,000 tested, 1.4% active | isolated mouse mitochondria, Ca2+ swelling absorbance, 30 min | inhibition, % at 10 µM;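 active = inhibition of 50% or more, scaled per plate between neutral and stimulator controls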;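 also: 0% = DMSO wells given calcium and 100% = 1 mM EGTA wells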
SENP8 block: blocks human SENP8 cleavage of Nedd8 substrate. inhibition, % at 20 µM. Q96LD8. 360,000 tested, 0.64% active. recombinant SENP8, Nedd8 substrate fluorescence; in the data active = inhibition mostly above about 40%, no sharp cut-off; inactive = mostly below about 27%
PfGluPho inh: PfG6PD (Plasmodium falciparum) enzyme inhibition; PfGluPho enzyme, NADPH resazurin-diaphorase fluorescence; inhibition, % at 20 µM; 350,000 tested, 0.78% active;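 active = inhibition reaching at least a set limit at 20 µM in the primary screen, cut at about 59% in these data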;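 also: 0% = DMSO wells with substrate and 100% = DMSO wells lacking glucose-6-phosphate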
* = called active by the depositor; nt = no result given.

SMILES	HKDC1 inhibitor	SENP7 inh	ATG4B inhibitor	SENP6 block	GRIN3A LBD mod	MPTP inh	SENP8 block	PfGluPho inh
Cc1ccc(NC(=O)NCC(c2ccccc2)N(C)C)cc1 (stereo unspecified)	-3	1	0	13	-1	-0.2	17	7
O=C(Cn1cnc2c(oc3ccccc32)c1=O)NCc1ccco1	-7	-3	1	-4	-1	-0.2	19	10
Clc1ccc(OCCOCCN2CCCCC2)c(Br)c1	-3	6	-1	0	2	-2.2	19	-4
Cc1ccc(OC(C)C(=O)N2CCc3ccccc32)cc1 (stereo unspecified)	-7	-5	9	-2	-1	-0.3	1	-4
CC(=O)/C(=N/Nc1cccc(Cl)c1)N1CCOCC1	3	14	-17	-13	-1	0.2	12	-11
Cc1ccc(COc2ccccc2-c2cc(C(=O)N/N=C/c3cccnc3)[nH]n2)cc1	4	-3	5	2	5	-0.2	-2	-15
O=C(CN(C(=O)c1csnn1)c1ccc(F)c(Cl)c1)NC1CCCCC1	-8	2	-5	-38	-2	-1.2	14	-5
O=C(NCCCN1CCCC1)Nc1ccccc1[N+](=O)[O-]	-5	4	-2	2	-2	0.1	27	3
CCOC(=O)N1CCN(C(=O)C2CCN(S(=O)(=O)c3cc(Cl)ccc3OCC)CC2)CC1	-6	-3	-9	-10	1	-0.2	-2	13
CC(C(=O)OCC(=O)c1ccc([N+](=O)[O-])cc1)N1C(=O)C2C3CCC(C3)C2C1=O (stereo unspecified)	-11	1	-9	7	-1	0.3	8	42
Cc1cccc(OCCC(=O)NCC(=O)Nc2c(C)cccc2C)c1	1	3	-8	-6	-1	0.7	1	47
CCOc1ccccc1NC(=O)c1cccc(S(=O)(=O)N(Cc2ccccc2)c2ccccc2OC)c1	18	6	3	15	-2	1.1	13	-4
Cc1ccccc1-n1nnnc1SCCCC(=O)c1ccc(F)cc1	-2	-5	2	-10	3	0.0	7	-12
Cc1cc(C)c(C#N)c(SCc2nc3ccccc3c(=O)[nH]2)n1	-2	2	-2	10	-1	1.3	-360	38
COCCCN(C(=S)Nc1c(C)cc(C)cc1C)C(C)c1ccncc1 (stereo unspecified)	-6	-3	-9	5	-1	0.0	13	-2
Cc1cc(C)c(S(=O)(=O)N2CCCC2=O)c(C)c1N(C)S(C)(=O)=O	-7	3	0	2	-2	-1.1	4	10
CCn1c(COc2ccccc2C)nnc1SCC(=O)CC(=O)Nc1ccccc1	-11	1	3	-7	-6	1.4	1	-13
CC(=O)C1=C(C)NC(=O)CC1c1ccccc1Cl (stereo unspecified)	-3	-7	-3	2	-4	2.4	4	52
COc1cc(OC)cc(-c2c(C#Cc3ccsc3)c3cc(-c4ccc(CN5CCOCC5)cc4)ccc3n2C)c1	3	-13	2	-11	0	0.3	-481	-5
O=[N+]([O-])c1ccc(N2CCN(c3ccccn3)CC2)c(Cl)c1	4	1	-1	-7	0	0.7	13	18
NC1=NC(=O)C(Cc2cc(Cl)ccc2Cl)S1 (stereo unspecified)	-3	-3	-10	-23	-1	3.3	0	23
CCc1ccc(/C=C2/SC(=S)N(CCC(=O)Nc3ccc(C(=O)O)cc3)C2=O)cc1	nt	75*	nt	22	nt	2.3	22	nt
CCOC(=O)c1oc2ccc(CNC(C)(C)C)c(Cl)c2c1C	-5	1	-20	-22	2	1.2	4	2
CSc1nnc(C)c(=O)n1COC(=O)COc1ccc(Cl)cc1	-3	-12	29	-3	-1	0.4	34	6
CCCCNc1nc2cccnc2s1	3	10	1	7	0	1.7	-1	-4
CSCc1ccc(C(=O)NCC(c2cccs2)N2CCOCC2)cc1 (stereo unspecified)	-6	17	-1	-9	-1	-0.6	25	-2
CC(=O)OC(C(=O)NC1CCCCC1)c1ccncc1 (stereo unspecified)	-7	3	-14	-16	1	0.6	11	-5
Cc1cccc(OCCSc2cc(C)nc(N)n2)c1	-4	4	-2	7	-2	-6.8	16	1
CC(C)(C)c1ccc(-n2ncc3c2CCCC3NC(=O)CCN2CCCCC2=O)cc1 (stereo unspecified)	-4	2	0	-4	-1	1.0	4	10
c1ccc2c(c1)OC1OC2Oc2ccccc21	-3	nt	6	nt	0	-0.3	6	-5
O=C(NCc1cccs1)c1cccnc1C(=O)O	-11	0	6	4	2	-0.4	-1	7
Cc1cccc(NC(=S)N2CCCCC2)c1	1	-3	0	-41	1	-0.7	8	-7
COc1ccccc1NC(=O)NCc1nc(-c2ccc(C(F)(F)F)cc2)no1	-1	8	10	-11	9	16	9	-10
Clc1ccc2oc(-c3cccnc3NCc3ccccc3)nc2c1	0	2	-1	3	3	0.8	-305	8
COCC1CCCCN1C(=O)c1cccc(OC2CCN(S(C)(=O)=O)CC2)c1 (stereo unspecified)	-2	3	0	14	-1	-1.3	2	-14
COCCCNC(=O)CC(NS(=O)(=O)c1ccc(Cl)cc1)c1ccc(OC)cc1 (stereo unspecified)	-12	-7	6	-10	0	0.6	19	-15
CSc1nc(-c2ccccc2)nc(SC)c1C(C)=O	4	1	-5	-13	1	1.7	17	-6
Cc1cccc(C(=O)N/N=C/C(C)Cc2ccc3c(c2)OCO3)c1 (stereo unspecified)	2	-10	0	-1	4	-0.4	7	-6
Cc1cc(OCC(=O)Nc2ccc3c(c2)OCCO3)cc(C)c1Cl	-1	-1	27	1	-23	1.6	21	12
S=C(Nc1ccccc1Cl)N1CCCC(c2ccccc2)=N1	-2	-5	3	-45	-2	-1.6	12	11

Fetched by compound from above, six records:
SMILES	HKDC1 inhibitor	SENP7 inh	ATG4B inhibitor	SENP6 block	GRIN3A LBD mod	MPTP inh	SENP8 block	PfGluPho inh
CSc1nc(-c2ccccc2)nc(SC)c1C(C)=O	4	1	-5	-13	1	1.7	17	-6
Clc1ccc2oc(-c3cccnc3NCc3ccccc3)nc2c1	0	2	-1	3	3	0.8	-305	8
Cc1cccc(NC(=S)N2CCCCC2)c1	1	-3	0	-41	1	-0.7	8	-7
Cc1cccc(C(=O)N/N=C/C(C)Cc2ccc3c(c2)OCO3)c1 (stereo unspecified)	2	-10	0	-1	4	-0.4	7	-6
COCC1CCCCN1C(=O)c1cccc(OC2CCN(S(C)(=O)=O)CC2)c1 (stereo unspecified)	-2	3	0	14	-1	-1.3	2	-14
O=C(NCc1cccs1)c1cccnc1C(=O)O	-11	0	6	4	2	-0.4	-1	7

Following part.
SMILES	HKDC1 inhibitor	SENP7 inh	ATG4B inhibitor	SENP6 block	GRIN3A LBD mod	MPTP inh	SENP8 block	PfGluPho inh
COC(=O)C1=C(C)C(c2ccc(OC)cc2OC)NC(=O)N1 (stereo unspecified)	-3	1	-6	-4	3	-0.3	23	-11
C#CCOCCOCCOCCNc1nc(N2CCN(C(=O)C(Cc3ccc(O)cc3)n3cc(C(N)C(C)CC)nn3)CC2)nc(N2CCN(C(=O)C(Cc3ccc(O)cc3)n3cc(C(N)C(C)CC)nn3)CC2)n1 (stereo unspecified)	-2	4	-3	0	-2	-3.0	9	-14
Cc1ccc(NC(=O)CN(C)C(=O)c2ccccc2OCc2c(C)noc2C)cc1	-5	-3	-3	-1	0	-1.5	6	-7
CCN(C(=O)COC(=O)c1cc(NS(=O)(=O)c2ccc(Cl)c([N+](=O)[O-])c2)ccc1O)C1CCCCC1	2	-9	-6	-3	8	29	20	-30
Cc1onc(-c2c(F)cccc2Cl)c1C(=O)Nc1cccc(S(=O)(=O)N2CCOCC2)c1	6	3	-2	4	1	-1.2	10	-9
COc1ccc(C(=O)Nc2ccc(C(=O)Nc3cccc(C)c3)cc2)cc1	-4	0	-3	8	14*	1.1	6	10
CS(=O)(=O)N1CCN(c2ccc(NC(=S)NC(=O)c3ccc4c(c3)OCO4)cc2)CC1	1	10	0	-3	0	2.5	12	2
CC(C)CC(=O)Nc1ccc2nn(-c3ccccc3)nc2c1	-2	3	-15	19	-9	7.8	-431	19
c1ccc2c(c1)nc1sccn12	4	0	-5	-9	0	-0.8	9	-6
CCOc1ccc(S(=O)(=O)Nc2cc(S(=O)(=O)N3CCOCC3)ccc2OC)cc1	0	1	1	2	9	0.3	1	-8
Cc1ccc(C)n1NC(=O)c1ccc(O)cc1	-11	4	-12	-32	-2	0.3	22	5
COCCCNC(=O)Cn1ncc2ccsc2c1=O	-3	7	6	-2	-2	0.1	7	-13
N#C/C(=C\c1ccc(-c2ccccc2[N+](=O)[O-])o1)C(=O)Nc1nc(-c2cccs2)cs1	3	-4	67*	5	12*	21	12	-4
CN(Cc1ccccc1)C(=O)COC(=O)C1CCN(S(=O)(=O)c2cccs2)CC1	-6	0	-4	-26	-1	-1.0	1	7
Cc1ccccc1NC(=O)CSc1nc2ccccc2c(=O)n1C	-2	3	-7	0	-1	3.1	-9	-11
COc1ccc(N(CC(=O)NCc2ccc(Cl)cc2)S(=O)(=O)c2c(C)n[nH]c2C)cc1	-6	-3	-12	-23	1	-0.4	13	5
O=[N+]([O-])c1cccc(-c2cc(-c3cc(Br)ccc3O)[nH]n2)c1	1	-6	29	-22	13*	19	10	12
O=C(NCc1cccnc1)c1cccc(F)c1	-9	-11	-7	-25	-1	-0.9	18	-4
CCCCN1CCCCC1C(=O)Nc1c(C)cc(C)cc1C (stereo unspecified)	-1	-13	1	-8	0	-0.4	24	-23
Cc1ccc(-n2c(SCC(=O)N3CCCCC3)nc(O)c(Cc3ccccc3)c2=O)cc1	0	0	-13	18	0	-1.5	13	-6
CC(=O)/C(=C/c1ccc(N(C)C)cc1)C(=O)c1ccccc1	-5	0	-7	-2	-1	1.2	28	7
O=C(Nc1cccc(F)c1)C1CC(=O)N(c2ccc(Br)cc2)C1 (stereo unspecified)	-2	4	-4	-6	-3	2.6	-4	6
Cc1ccc(N2CCN(S(=O)(=O)N3CCCCC3)CC2)cc1C	19	-2	3	-10	0	1.8	6	-24
CCOC(=O)CN1CC23C=CC(O2)C(C(=O)NC2CCCC2)C3C1=O (stereo unspecified)	3	-1	-5	13	-2	0.2	10	-4
CC[C@@]1(C(=O)OC)N[C@H](CN(C)S(=O)(=O)c2ccc(F)cc2)[C@@H]2C(=O)N(C)C(=O)[C@@H]21	-5	2	nt	3	1	1.5	6	3
CCc1ccc(C2N(c3ccc(OC)cc3)C(=O)C3CCCN32)cc1 (stereo unspecified)	-5	-12	0	6	0	-1.7	18	-11
O=C(C1CC(=O)N(c2ccccc2)C1)N1CCC(c2nc3ccccc3[nH]2)CC1 (stereo unspecified)	7	-7	-5	6	-2	-1.5	-17	19
NCCc1c(-c2ccccc2)n(-c2ccccc2)c2ccccc12	-1	5	11	-54	-4	79*	-4	-1
COc1ccc(N(C(=O)c2snc(C(N)=O)c2N)C(C(=O)NC2CCCC2)c2ccc3ncccc3c2)cc1 (stereo unspecified)	2	5	0	-10	-6	0.1	-287	-8
Cc1ccc(/C=N/N2CCN(Cc3cccc4ccccc34)CC2)s1	-2	3	0	-5	2	0.9	32	9
O=C(CSc1n[nH]c(-c2cccs2)n1)NCc1ccc2c(c1)OCO2	-1	3	-9	-1	1	0.0	12	5
COc1ccc(Cc2nc3ccc(C(=O)NC(C)c4cnn(C)c4)cc3o2)cc1 (stereo unspecified)	-1	10	-6	-5	2	-0.3	0	-3
CC(=O)Nc1cc(NC(=O)CCCC(=O)O)ccc1Cl	0	-8	1	-7	4	-1.5	14	-3
COc1ccc(OCCSc2nnc3c(Cl)cc(Cl)cn23)cc1	-7	0	2	-13	-5	-0.6	-12	9
O=C(OCC(=O)N1N=C(c2ccc(Cl)cc2)CC1c1ccco1)c1ccco1 (stereo unspecified)	-5	1	-3	7	0	1.4	13	7
O=C(Nc1nnc(-c2ccccc2)s1)c1ccc(F)cc1	-3	0	5	1	0	-1.1	-85	-8
CCOC(=O)c1ccc(NC(=O)CSc2nnc(C3CC3)n2CC)cc1	2	-11	-13	-4	2	-3.0	12	-9

Bioassay records from PubChem.
